Screening results as filed in PubChem BioAssay.
Rat MKP-3 inhibitors – MKP-3 phosphatase inhibitors, primary screen, biochemical, rat enzyme, in vitro (AID 425); one-dose inhibition, % at 20 µM; IC50 in µM for titrated hits; recombinant MKP-3 phosphatase activity, fluorescence; higher % means a stronger effect; 110,000 tested, 0.17% active; in the data active = inhibition above about 50%;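 also: plate controls were vehicle for no effect and reference inhibitor for full effect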
Hsp70 inhibitors – Hsp70 inhibitors, probe displacement, primary screen, biochemical, fluorescence polarization (AID 583); Hsp70 fluorescence polarization probe displacement, mP; higher % means a stronger effect; displacement, % at 20 µM; hits with a dose series show IC50 in µM; 140,000 tested, 0.06% active; in the data active = displacement above about 50%;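 also: plate controls were vehicle for no effect and reference ligand for full effect; a part of the inactive calls stands beside numbers as strong as those of hits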
The depositor's hits bear a star; x = no result given; & = joins results of further samples. An excerpt; the hit share may differ from the screen's.

SMILES | Rat MKP-3 inhibitors | Hsp70 inhibitors
CC(C)=CC1C(C(=O)Nc2ccc(C)cn2)C1(C)C (centres undefined) | 0.5% | 1.8%
Cc1onc(-c2ccccc2)c1C(=O)N1CCN(c2c(Cl)cccc2[N+](=O)[O-])CC1 | 2.2% | 0.0%
O=C(c1cc2nc(-c3ccccc3)cc(-c3ccccc3)n2n1)N1CCN(C(=O)c2ccco2)CC1 | -7.8% | -0.5%
O=C(CCn1c(=O)oc2ccccc21)N(Cc1ccccc1)c1ccccn1 | x | -4.0%
Cn1c(SCc2c(F)cccc2Cl)nnc1-c1cnccn1 | -1.5% | 3.2%
COc1ccc(CNS(=O)(=O)c2ccc(Cl)cc2)cc1 | 0.2% | 2.0%
Clc1ccccc1-c1nc(-c2ccccn2)no1 | 2.2% | -3.8%
O=C(Nc1ccc(Cl)cc1)Nc1ccc([N+](=O)[O-])cc1Br | -2.2% | 4.1%
COc1cc(OC)cc(C(=O)Nc2ccccc2N2CCOCC2)c1 | 0.8% | -2.3%
CCN(CC)S(=O)(=O)c1cc(C(=O)NC2=NCCS2)ccc1Cl | x | -2.1%
CC1Cc2ccccc2N1C(=O)CSc1nnnn1C1CCCC1 (centres undefined) | x | 1.2%
Cc1cccc(C(=O)Nc2cc(C)on2)c1 | 0.4% | -1.6%
O=C(Nc1nccs1)c1cc(S(=O)(=O)N2CCCCC2)ccc1Cl | -0.7% | -1.7%
CCn1c(SCc2cccc(C(F)(F)F)c2)nnc1-c1ccco1 | -9.5% | -3.2%
COc1ccc(C)cc1NC(=O)C(=O)NCCc1ccc(OC)c(OC)c1 | 2.7% | -3.6%
CCS(=O)(=O)N1CCC(C(=O)NCc2cccnc2)CC1 | -3.3% | -1.5%
COc1cc(C2NC(=O)c3c(sc4c3CCN(C)C4)N2)cc(OC)c1OC (centres undefined) | 1.4% | -6.1%
CC(=O)c1cccc(S(=O)(=O)N(Cc2cc3cc4c(cc3[nH]c2=O)OCCO4)CC2CCCO2)c1 (centres undefined) | 2.1% | -0.8%
Cc1cc(Oc2ccccc2)nc(SCC(N)=O)n1 | -5.5% | 1.0%
CCOC(=O)N1CC=C2C(C#N)=C(N)C(C#N)(C#N)[C@H](c3ccc(OCC)c(OCC)c3)[C@H]2C1 | -13.2% | 1.2%
CC1=C(C(=O)OCC2CCCO2)C(c2ccccc2Cl)NC(=O)N1 (centres undefined) | 0.0% | -0.4%&-1.9%
O=C(O)C1C(C(=O)NCCc2ccccc2)C2C=CC1C21CC1 (centres undefined) | 3.3% | 0.8%
CC(C)CCN1CC(C(=O)NC(C)C)CC1=O (centres undefined) | -8.5% | 1.1%
CCOC(=O)CSc1nnc(CSc2nc3sc4c(c3c(=O)[nH]2)CCC4)n1C | -7.7% | -2.5%
Cn1c(SCC(=O)c2ccc(F)cc2)nnc1-c1ccccc1N | 1.8% | 3.2%
CCOCCCNC(=O)C1CCN(c2cc(C)nc3c(-c4ccc(OC)c(OC)c4)c(C)nn23)CC1 | -2.1% | -6.1%
CCCS(=O)(=O)N1CCCC(C(=O)N2CCOCC2)C1 (centres undefined) | -0.9% | -1.1%
O=c1ccc(Oc2nc(N3CCOCC3)nc(N3CCOCC3)n2)n[nH]1 | x | -2.1%
CCOc1ccc2[nH]c(S(=O)(=O)CC)nc2c1Cl | -7.5% | 0.4%
CCCC(=O)N1c2ccccc2C(=C2SC(C(=O)OC)=C(C(=O)OC)S2)C(=S)C1(C)C | x | 17.6%
CCCOc1cc(C)nc(-c2ccccc2O)n1 | x | 6.0%
COCCCNC(=O)C(=O)NCCc1ccc(OC)c(OC)c1 | -0.8% | -1.6%
CCOC(=O)c1sc(NC(=O)CSc2nnnn2-c2ccc(C)c(C)c2)nc1C | -8.7% | -1.6%
C=CCOC(=O)C(C#N)c1nc2ccccc2nc1N1CCC(C(=O)OCC)CC1 (centres undefined) | -2.2% | -8.9%
O=C1C=C(Nc2ccc(Cl)cc2)C(=O)N1c1ccccc1 | 2.0% | -7.4%
COc1ccc(NC(=O)N2CCn3c2nc2ccccc23)cc1 | -5.2% | 12.2%
Cn1c(=O)[nH]c(=O)c2c1nc(N1CCCC1)n2CC(O)COc1ccccc1 (centres undefined) | 5.8% | -0.3%
COC(=O)c1ccc(NC(=O)CN(c2ccc(C)cc2)S(=O)(=O)c2c(C)n[nH]c2C)cc1 | 4.2% | 8.4%
CCOc1ccc(N(CC(=O)NCc2ccncc2)S(=O)(=O)c2ccccc2)cc1 | 2.4% | 0.5%
Cc1oc2ccc(O)c(CN(C)C)c2c1C(C)O (centres undefined) | 3.1% | x
COc1ccccc1C(=O)Nc1nnc(-c2ccc(Cl)cc2)o1 | 2.2% | 5.0%
Cc1nc2ccccn2c(=O)c1N | -0.3% | 1.2%
COC(=O)c1ccc(CSc2nc3ccccc3s2)cc1 | 4.6% | -6.9%
CC1(C)Cc2c(sc3nc4n(c(=N)c23)CCCCC4)CO1 | -8.7% | x
Cc1ccc2c3c1C1(C(=O)N3C(C)(C)CC2C)C(C#N)=C(N)Oc2cc(O)ccc21 (centres undefined) | -10.2% | 1.7%
CC1Cc2cc(-c3csc(NC(=O)Cc4ccccc4)n3)ccc2N1S(C)(=O)=O (centres undefined) | x | 4.1%
CN=C(NC)SC1CC(=O)N(c2ccccc2)C1=O (centres undefined) | -5.5%&0.5% | -0.6%&-1.8%
CCOc1ccc(N2C(=O)C3C(C2=O)C2(C)c4ccccc4C3(C)c3ccccc32)cc1 (centres undefined) | 1.4% | 1.6%
COc1ccc2oc3ccc(OC)cc3c(=O)c2c1 | 4.1% | -4.4%
CCCOc1ccc(N2C(=O)CC(N3CCN(C(=O)c4ccco4)CC3)C2=O)cc1 (centres undefined) | -9.8% | -3.6%
COc1ccccc1/C=N/NC(=O)C1=NNC(c2ccccc2)(c2ccccc2)C1 | x | -3.6%
CN(c1ccccc1C(=O)Nc1ccc2c(c1)OCO2)S(C)(=O)=O | -1.7% | -0.4%
COc1ccc(OC)c(NC(=O)c2ccc(I)cc2)c1 | 3.2% | 0.2%
COc1cc(C(=O)NCCc2cccc(Cl)c2)cc(OC)c1OC | 1.4% | -1.7%
CCOC(=O)N1CCN(C(=O)Cn2nc(C)c3sc4ccccc4c3c2=O)CC1 | 2.0% | 3.8%
Nc1nnc(SCC(=O)Nc2ccc(F)c(Cl)c2)n1-c1ccccc1 | -4.6% | -5.2%
CCOCCOC(=O)c1[nH]c2c(c1C)C(=O)CC(c1ccc(N(C)C)cc1)C2 (centres undefined) | -7.8% | -1.2%
COc1ccc(OCC(O)CN2CCCCC2)cc1 (centres undefined) | -5.9% | 7.8%
Cc1nnc2ccc(N3CCC(C(N)=O)(N4CCCCC4)CC3)nn12 | 0.6% | 1.4%
O=C(NCC(=O)N(Cc1ccco1)C(C(=O)NC1CCCCC1)c1cccnc1)c1ccco1 (centres undefined) | -8.3% | 5.8%

Another view of some results above.
canonical_smiles	Rat MKP-3 inhibitors	Hsp70 inhibitors
Cc1nc2ccccn2c(=O)c1N	-0.3%	1.2%
Cc1nnc2ccc(N3CCC(C(N)=O)(N4CCCCC4)CC3)nn12	0.6%	1.4%
COc1ccccc1/C=N/NC(=O)C1=NNC(c2ccccc2)(c2ccccc2)C1	x	-3.6%
CCCOc1ccc(N2C(=O)CC(N3CCN(C(=O)c4ccco4)CC3)C2=O)cc1 (centres undefined)	-9.8%	-3.6%
COc1ccccc1C(=O)Nc1nnc(-c2ccc(Cl)cc2)o1	2.2%	5.0%
CCOCCOC(=O)c1[nH]c2c(c1C)C(=O)CC(c1ccc(N(C)C)cc1)C2 (centres undefined)	-7.8%	-1.2%

The list continues.
SMILES | Rat MKP-3 inhibitors | Hsp70 inhibitors
CCc1ccc(OCC(=O)Nc2c(C)ccc3nsnc23)cc1 | -1.1% | 1.5%
CCOC(=O)c1cnc2cc(-c3ccc(Br)cc3)nn2c1N | 4.9% | -1.1%
O=C(COc1ccccc1)N1CCCCC1 | 0.5% | 4.9%
CCc1cc2c(N3CCN(Cc4ccc(Cl)cc4Cl)CC3)ncnc2s1 | 4.3% | -0.2%
Cc1ccccc1-n1nc(C)c2cc(C(=O)N3CCOCC3)sc21 | 6.2% | 4.8%
O=C(c1ccccc1)N1CCCC2CCCCC21 (centres undefined) | -2.4% | 0.6%
CCOc1cccc2c1NC(C)(C)C(=S)C2=C1SC(C(=O)OC)=C(C(=O)OC)S1 | -0.4% | 5.8%
Cn1cnnc1SCC(=O)N1N=C2/C(=C/c3ccco3)CCCC2C1c1ccco1 (centres undefined) | x | 2.7%
COc1ccc2[nH]c3c(=O)n(CCCCC(=O)N4CCC(C(N)=O)CC4)c(=S)[nH]c3c2c1 | -4.1% | 7.8%
CSc1ncc(Cl)c(C(=O)Nc2ccc(S(=O)(=O)N3CCOCC3)cc2)n1 | -3.0% | -7.3%
CCOC(=O)c1c(NC(=O)/C=C/c2ccc3c(c2)OCO3)sc(C)c1C | 1.0% | 4.2%
CCOC(=O)COc1cccc2c(=O)n(CC(=O)N3CCN(C(=O)OCC)CC3)ccc12 | -11.7% | 1.8%
CCOC(=O)c1sc2ncn(/N=C/c3ccc(O)cc3)c(=O)c2c1C | 5.5% | -4.8%
CCS(=O)(=O)C(=C1Nc2ccccc2N1)S(=O)(=O)CC | x | 1.6%
O=S(=O)(c1ccccc1)N(Cc1ccccc1)c1ccccn1 | x | 13.0%
CC(C)OC(=O)c1cccc(C(=O)OCc2ccco2)n1 | -10.6% | 4.7%
COc1ccc(OC)c(N=Cc2c(O)n(-c3ccc(F)cc3)c(=O)[nH]c2=O)c1 | 4.0% | -39.9%
COc1ccccc1OCCOc1ccc(/C=C2/SC(=S)N(C)C2=O)cc1 | -4.7% | -17.6%
Cc1cc(C)c2c(N)c(C(=O)Nc3ncc(C)s3)sc2n1 | x | 1.2%
O=C(Cn1c(C(=O)c2ccccc2)nc2ccccc21)c1ccc(Br)cc1 | -0.1% | -2.5%

Nothing new here: an excerpt of the list.
SMILES | Rat MKP-3 inhibitors | Hsp70 inhibitors
CCc1ccc(OCC(=O)Nc2c(C)ccc3nsnc23)cc1 | -1.1% | 1.5%
CCOC(=O)c1cnc2cc(-c3ccc(Br)cc3)nn2c1N | 4.9% | -1.1%
O=C(COc1ccccc1)N1CCCCC1 | 0.5% | 4.9%
CCc1cc2c(N3CCN(Cc4ccc(Cl)cc4Cl)CC3)ncnc2s1 | 4.3% | -0.2%
Cc1ccccc1-n1nc(C)c2cc(C(=O)N3CCOCC3)sc21 | 6.2% | 4.8%
O=C(c1ccccc1)N1CCCC2CCCCC21 (centres undefined) | -2.4% | 0.6%
CCOc1cccc2c1NC(C)(C)C(=S)C2=C1SC(C(=O)OC)=C(C(=O)OC)S1 | -0.4% | 5.8%

The listing continues:
SMILES | Rat MKP-3 inhibitors | Hsp70 inhibitors
COc1ccccc1-c1coc2c(CN(CC(C)C)CC(C)C)c(O)ccc2c1=O | -3.6% | -4.9%
CCC(=O)NCCCCNC(=O)CC | -4.1% | 4.8%
COc1ccc(C(C)=O)cc1CSc1nnc(C)s1 | -10.1% | 6.0%
CCOC(=O)C1CCN(Cc2coc3c(Cl)cc(Cl)cc3c2=O)CC1 | x | 1.2%
COc1cccc(-c2nn(-c3ccccc3)cc2C(=O)n2nnc3ccccc32)c1 | x | 3.2%
COc1cc(S(=O)(=O)N2CCC(O)(c3cccc(C(F)(F)F)c3)CC2)ccc1-n1cnnn1 | 3.8% | 2.6%
CCCCn1c2c(c(=N)c3c1CCC3)CCC2 | -3.3% | 0.9%
CN1CCN(CC(=O)NC2CCCCC2)CC1 | x | -0.5%
Cc1ccc(C2=NN3C(C2)c2ccccc2OC3c2ccc(O)cc2)cc1 (centres undefined) | -1.0% | 4.7%
CCOc1ccc(-c2nn3c(-c4ccc(F)cc4)nnc3s2)cc1 | -6.5% | 3.9%
O=C(CSc1nnnn1-c1ccccc1)Nc1ccc2nc(SCc3ccccc3)sc2c1 | 0.3% | -1.1%
Cc1ccoc1C(=O)Nc1cccc(Oc2ccccc2)c1 | x | 2.5%
COCCNC(=O)c1cc(C(=O)OC)cc([N+](=O)[O-])c1 | 1.2% | -1.8%
CC(C)n1c(-c2ccccc2F)n[nH]c1=S | x | 1.0%
O=C1C2C3C=CC(O3)C2C(=O)N1Cc1ccccc1 (centres undefined) | 0.3% | -6.4%
CCCCN=C1CC(C)(C)C(C(=O)OC)C(O)=C1C(=O)CCC (centres undefined) | -2.3% | 1.4%
Cc1ccc(C)n1-c1ccccc1C(=O)O | 72.7%* | 92.7%*
CC(=O)Nc1ccc(S(=O)(=O)NC2=C(N3CCN(c4ccc(F)cc4)CC3)C(=O)c3ccccc3C2=O)cc1 | x | 18.8%
CCc1nc(SCC(=O)Nc2nccs2)c2oc3ccccc3c2n1 | 1.4% | 3.9%
COc1cccc(NC2=C(Cl)C(=O)N(c3ccccc3C)C2=O)c1 | 3.2% | 0.5%
CN(CC(=O)NCCCN1CCOCC1)S(=O)(=O)c1ccc(Br)cc1 | 3.4% | 0.0%
CCCCNC(=O)CSc1nnc(-c2ccco2)n1C | -7.1% | 10.5%
O=C(NCc1ccncc1)C(=O)Nc1nccs1 | 0.3% | 4.6%
COc1ccc(N=NC2=C(O)CC(C)(C)CC2=O)cc1 | x | -17.2%
C=CCn1c(N2CCCCCC2)nc2c1c(=O)[nH]c(=O)n2C | x | 5.3%
CCCCOC(=O)Nc1ccc(S(=O)(=O)Nn2cnnc2)cc1 | -9.7% | 4.4%
Cn1nccc1/C=C(/C#N)S(=O)(=O)c1ccccc1 | -6.0% | 5.4%
C1=CC2CC1CC2CN1CCN(Cc2c[nH]c3ccccc23)CC1 (centres undefined) | 2.8% | 2.6%
CC(Oc1ccccc1)C(=O)Nc1cc(Cl)cc(Cl)c1 (centres undefined) | 3.8% | -2.0%
